ERp5 inh – inhibitors of ERp5-driven insulin aggregation, primary screen, biochemical, turbidity, absorbance 650 nm, single point; 350,000 tested, 0.05% active; 90 min; Protein disulfide-isomerase A6 (Homo sapiens), Q15084; inhibition, % at 9.99 µM;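 active = mean replicate inhibition above about 25%, with every replicate also reaching it, limit read from the data, passing the limit was not always enough; inconclusive = only one of those two criteria met; inactive = neither criterion met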
Target sequence (Q15084 whole entry, looked up): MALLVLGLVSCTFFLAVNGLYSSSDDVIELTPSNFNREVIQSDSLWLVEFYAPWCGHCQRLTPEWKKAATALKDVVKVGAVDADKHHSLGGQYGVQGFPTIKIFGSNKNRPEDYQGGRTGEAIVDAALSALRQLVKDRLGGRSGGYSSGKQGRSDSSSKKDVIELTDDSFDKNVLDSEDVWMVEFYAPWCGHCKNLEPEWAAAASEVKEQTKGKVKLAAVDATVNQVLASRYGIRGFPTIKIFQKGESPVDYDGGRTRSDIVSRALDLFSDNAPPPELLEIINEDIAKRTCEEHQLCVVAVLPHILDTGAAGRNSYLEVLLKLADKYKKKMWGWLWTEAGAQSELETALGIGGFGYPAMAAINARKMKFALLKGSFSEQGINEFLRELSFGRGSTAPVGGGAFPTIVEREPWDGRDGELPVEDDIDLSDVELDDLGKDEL
EWS-Fli block – EWS/Fli-driven NR0B1 reporter inhibitors, primary screen, A673 cells, NR0B1 luciferase, luminescence, MLPCN library; 350,000 tested, 0.67% active; viability-normalised; AID 651661, 2012; inhibition, % at 12.6 µM;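 active = mean inhibition of at least 50% after viability correction, with every replicate also passing that limit; inconclusive = mean reaches 50% but only one of two replicates passes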;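 also: firefly luciferase signal divided by Alamar Blue viability fluorescence both relative to DMSO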
F508del corr – F508del CFTR correction, initial screen, CFBE line, single point. CFBE cells, YFP halide quenching; stimulated with forskolin plus potentiator P3; % fluorescence drop versus neutral controls. activity (quench increase), % at 7.58 µM. 350,000 tested, 0.36% active. AID 720511, 2013;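 active = mean added fluorescence quench of at least 8% versus neutral control, with both replicates also reaching 8%; inconclusive = only one of the mean or replicate conditions met; inactive = mean below 8% and not both replicates reaching 8%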;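 also: cells transiently co-express mutant CFTR-F508del with the halide-sensitive YFP; corrector assay measuring rescue of mutant channel to the surface after 24 h compound exposure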
INS-1E GSIS act – GLuc luminescence reporter in INS-1E cells, primary screen for activators of glucose-dependent secretion of insulin; AID 743287, 2014; 370,000 tested, 0.61% active; activation, % at 16.6 µM; INS-1E GLuc reporter insulin secretion, 2-3 h;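 active = lowest replicate activation of at least 40%, so every replicate reaches that level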;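 also: 0% = median of neutral control wells and 100% = median of IBMX positive control wells; some compounds called inactive have numbers as strong as hits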
PAX8 reporter – inhibitors of PAX8-driven TPO luciferase reporter, primary screen, RMG-I cells, single concentration; SteadyGlo, 24 h; inhibition, % at 12.6 µM; 360,000 tested, 1.2% active; AID 652154, 2013;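 active = mean replicate inhibition at least 60% with every replicate also reaching 60%; inconclusive = only one of the two criteria is met; inactive = mean below 60% and not all replicates reaching 60%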;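 also: luciferase light reporting Pax8 driven TPO promoter activity; plate controls were median of neutral control wells for no effect and mitoxantrone controls for full effect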
ARNT TACC3 PPI – disruptors of ARNT/TACC3 protein interaction, primary screen, biochemical, AlphaScreen, single concentration. Transforming acidic coiled-coil-containing protein 3 (Homo sapiens), Q9Y6A5. AlphaScreen His-ARNT PAS-B/GST-TACC3 binding, luminescence; TACC3 fragment carries E629A point mutation. inhibition, % at 9.99 µM. 390,000 tested, 0.66% active. AID 623870, 2012;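 active = mean inhibition of replicates at least 50% and at least half of replicates each reaching 50%; inconclusive = half or more replicates reach 50% but mean below 50%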;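 also: 0% = complete ARNT plus TACC3 wells and 100% = ARNT alone without TACC3; many hits fall short of the cut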
DENV2 CPE – inhibitors of DENV2 cytopathic effect, primary screen, cell-based, plate reader, single concentration. CPE inhibition, % at 9.99 µM. 350,000 tested, 1.7% active. DENV2-infected cells, cytopathic effect rescue; in the data active = CPE inhibition above about 20%, passing the limit was not always enough; inconclusive = no clear call, values can overlap the other calls; tested in BHK-21 cells;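 also: 0% = median of neutral control wells and 100% = median of positive control wells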
XiGFP reactiv – activators of inactive X chromosome reactivation, primary screen, imaging, XiGFP fibroblasts, GFP high-content imaging, set 2. XiGFP mouse fibroblasts, % GFP-positive cells imaging, 3 d; cells co-treated with 5-aza-dC sensitizer; scaled so ellipticine positive control = 100%. 360,000 tested, 0.055% active. activation, % at 7.58 µM. AID 743238, 2013;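 active = mean normalized replicate activation at least 10% and every replicate at or above 10%; inconclusive = only one of the two criteria met; inactive = mean below 10% and not all replicates reach 10%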;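 also: 0% = median of on-plate neutral control wells and 100% = ellipticine 6 µM median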
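Assay system: SV40-immortalized XiGFP fibroblast cells, line 68-5-11; buffer or medium: DMEM plus 5-aza-dC sensitizer; compound: one concentration, pinned; timing: compounds 3 days, fix/stain 15 min at room temperature; benchmarks: positive control ellipticine, 6 µM final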
The depositor's hits bear a star; ? = inconclusive; / = no result given; & = joins results of further samples.

SMILES	ERp5 inh	EWS-Fli block	F508del corr	INS-1E GSIS act	PAX8 reporter	ARNT TACC3 PPI	DENV2 CPE	XiGFP reactiv
O=C(CO/N=C/c1ccc(OC(F)F)cc1)NCc1ccc(F)cc1	0	-4	0.7	21	11	-2	-3	-0.2
O=C(O)C[C@@H]1C[C@@H]2c3cc(NC(=O)c4ccc5c(c4)OCO5)ccc3O[C@@H]2[C@@H](CO)O1	2	-8	-5.2	-5	1	11	-6	0.2
O=C(CSc1n[nH]c(=O)n1Cc1ccco1)Nc1ccccc1	0	-1	-1.0	8	-12	/	3	0.0
COCC(=O)N1CCCCN2[C@H](CO)[C@@H](c3ccc(-c4ccc(OC)cc4)cc3)[C@@H]2C1	4	/	-1.1	-4	-5	3	-7	0.1
COc1ccc(CCNC(=O)COC(=O)CCC(=O)c2ccc(F)cc2)cc1	2	-1	-1.1	5	-12	-9	-5	0.0
CN(C)S(=O)(=O)c1ccc(N2CCCC2)c(C(=O)NNC(=O)COc2ccccc2F)c1	2	12	-0.5	10	7	-4	-3	0.3
Cc1ccc(S(=O)(=O)N2CCN(C(=O)CSCc3ccc(C(C)C)cc3)CC2)cc1	3	5	2.0	-16	24	/	5	0.6
CCC1(CC)NC(=O)N(CC(=O)Nc2ccc(-n3cnnn3)cc2)C1=O	4	-2	-7.4	-1	-3	/	14	0.4
CCCCC(=O)Nc1cccn2ncnc12	-3	-6	0.8	2	-22	-6	-2	0.0
O=[N+]([O-])c1ccc(S(=O)(=O)NCCc2ccncc2)cc1	-4	-2	1.5	15	-6	-4	1	0.2
Cc1ccc(-c2ccc3c(c2)O[C@H](CN(C)C(=O)CC2CC2)[C@H](C)CN([C@@H](C)CO)S3(=O)=O)cc1	3&-1&-3	-4&7&-8	4.4&-2.9&2.8	3&-5	-2&24	4&-4	-9&4&-1	0.1&0.3
O=C(c1ccc(F)cc1)N1CCN(c2ccc(N3CCOCC3)nn2)CC1	1	0	-1.0	-2	-21	-8	4	0.0
COC(=O)c1ccc(C(=O)NC2CCCc3c2cnn3-c2ccccc2F)nc1 (configuration not stated)	2	/	2.2	-6	12	4	-5	0.6
CCN(CC)C(=O)c1ccc2sc([C@@H]3O[C@H](CO)[C@H](O)[C@H](O)[C@H]3O)nc2c1	2	5	-2.1	-3	-8	/	-10	0.3
O=C(C1=C[C@@H](c2ccccc2)C[C@@H](OCc2ccc(CO)cc2)O1)N1CCOCC1	3&10	-12&-2	-0.9&0.8	-26	3&4	-1&-1	-4&2	0.1
CS(=O)(=O)N1CCN(c2ccccc2NC(=O)c2cc(Br)ccc2Cl)CC1	-7	22	-0.7	-12	17	/	5	0.0
Cc1noc(C)c1NC(=O)N(C)C[C@@H]1OCc2cnnn2CCCC(=O)N([C@@H](C)CO)C[C@H]1C	1&-2&-3	-7&1&-4	5.8&-2.6&-0.4	11&4	-7&1	0&0	-7&-3&-1	-0.1&0.0
CCc1ccc(C(=O)NNC(=O)CC2OC(=O)c3ccccc32)cc1 (configuration not stated)	0	-17	2.1	4	-17	0	4	0.1
CN1CCN(C(=O)C[C@@H]2CC[C@H]3[C@@H](COC[C@@H](O)CN3CC3CCCC3)O2)CC1	-6	/	3.8	18	-10	/	-4	0.0
C[C@@H]1CN([C@H](C)CO)C(=O)c2ccccc2-c2ccccc2CO[C@H]1CN(C)S(=O)(=O)c1ccc(F)cc1	-7	0	-0.5	-6	/	-10	-7	0.0
CC(C)NC(=O)N(C)C[C@@H]1Oc2ccc(NC(=O)C3CC3)cc2C(=O)N([C@@H](C)CO)C[C@@H]1C	/	0	3.4	-2	-2	/	/	0.1
COc1ccc(C(=O)Nc2ccc3c(c2)C(=O)N(C)C[C@H](OC)[C@@H](C)CN(C(C)=O)[C@@H](C)CO3)cc1	-5	2	-0.8	-5	/	-12	10	0.4
CCOC(=O)CC(C)(C)/C(C)=N/Nc1ccc([N+](=O)[O-])cc1[N+](=O)[O-]	-4	-1	6.7	-11	4	4	-1	0.3
C[C@H](CO)N1C[C@H](C)[C@@H](CN(C)Cc2ccc(-c3ccccc3)cc2)Oc2ccc(NC(=O)Cn3cnnn3)cc2CC1=O	-5	2	-1.6	-14	22	7	2	0.0
CN(C)C(=O)c1cccc(-c2ccc([C@H]3[C@@H](CO)N4C(=O)CN(C(=O)C5CCCC5)C[C@@H]34)cc2)c1	0	-9	-0.2	-3	-5	/	13	0.2

Additional compounds follow:
SMILES	ERp5 inh	EWS-Fli block	F508del corr	INS-1E GSIS act	PAX8 reporter	ARNT TACC3 PPI	DENV2 CPE	XiGFP reactiv
CC(=O)Nc1cc2oc3ccccc3c2cc1[N+](=O)[O-]	-14	-17	-1.5	4	-9	/	13	0.0
COc1cc(-c2n[nH]c(=S)n2-c2cccc(C(F)(F)F)c2)cc(OC)c1OC	/	/	/	2	5	-2	/	-0.2
O=C(C[C@H]1CC[C@H](NC(=O)Cc2ccccn2)[C@H](CO)O1)NCCc1ccccc1	/	1	1.5	13	/	-7	9	0.2
COc1cc(OC)cc(C(=O)NCC(=O)OCC(=O)N2CC(C)CC(C)C2)c1 (configuration not stated)	-7	-4	-2.7	-6	4	-3	/	-0.3
COc1cc(/C=C(\C#N)C(=O)Nc2cccc3ncccc23)cc(OC)c1OC	/	/	/	4	18	-2	/	0.0
COc1ccc(/C=C(/C#N)C(=O)Nc2ccc(O)cc2)cc1C(=O)O	3	14	-2.5	3	7	19	8	-0.1
CCOC(=O)C1=C(Nc2ccc(Cl)cc2)OCC1=O	1	-4	-1.4	/	-8	13	-1	-0.1
Cc1ccc2nc(-c3ccc(CN4CCC(n5cc(-c6ccccc6)[nH]c5=O)CC4)cc3)c(-c3ccccc3)nc2c1	0	-2	-0.2	-1	4	/	-13	-0.1
O=C(C[C@@H]1C[C@H]2c3cc(NC(=O)C4CCOCC4)ccc3O[C@H]2[C@@H](CO)O1)NCc1ccc2c(c1)OCO2	-1	-1	-1.3	26	-3	-1	7	0.7
CCN1[C@H](C(=O)NCCCN(C)C)[C@@H](CO)[C@@H]2Cn3c(ccc(-c4cccc(F)c4)c3=O)[C@@H]21	2	-14	1.1	2	/	/	80*	1.1
C[C@@H]1CCCCO[C@H](CN(C)S(=O)(=O)c2cn(C)cn2)[C@H](C)CN([C@H](C)CO)C(=O)c2cc(NS(=O)(=O)c3ccc(Cl)cc3)ccc2O1	0	-1	1.5	-25	-1	1	-2	0.2
Cc1cc(OCCCCN2C(=O)NC(C)(C)C2=O)ccc1[N+](=O)[O-]	-1	-8	-3.4	-28	15	-1	2	0.0
COc1cc(/C=N/NC(=O)CCC(=O)NC2CCCCC2)ccc1C	0	-8	-2.5	-7	-1	-3	3	0.0
COc1cc(C(=O)NC(CCSC)C(=O)OCC(=O)NC(=O)C2CCCCC2)cc(OC)c1OC (configuration not stated)	-7	-2	1.0	-17	-2	/	/	0.0
O=C1NN=C(CSc2n[nH]c(=S)s2)CS1	-6	16	1.5	22	2	-5	0	0.2
COc1ccc(/C=C2\CCCC3C2=NN(C(=O)CSc2n[nH]c(N)n2)C3c2ccc(OC)cc2)cc1 (configuration not stated)	1	16	0.1	37	14	1	3	-0.1
CSCCC(NC(=O)COc1ccccc1)C(=O)N1CCCCCC1 (configuration not stated)	7	-8	4.7	-7	-5	-19	-7	0.1
Cc1ccc(CN2CCN(CC(=O)N=Nc3c(O)[nH]c4ccccc34)CC2)cc1	/	/	/	-9	-4	-1	/	0.3
Cn1ccnc1C(=O)c1ccc(S(=O)(=O)N2CCCC2)cc1	-2	-2	-0.6	-5	-18	5	0	0.1
CC(C)NC(=O)N(C)C[C@@H]1OCc2ccccc2-c2c(n(C)c3ccccc23)C(=O)N([C@H](C)CO)C[C@@H]1C	-2	1	-1.6	3	/	0	-2	0.1
COC(=O)C[C@H]1CC[C@@H]2[C@H](COc3ccc(NC(=O)c4ccccc4OC)cc3C(=O)N2C)O1	/	-4	0.2	-4	11	2	?	0.3
O=C(Cn1[nH]c(=O)c2ccccc2c1=O)N1CCN(S(=O)(=O)c2ccc(Cl)cc2)CC1	-8	4	-1.2	21	3	-5	-3	0.4
CC(C)(C)c1ccccc1OCC(=O)NCc1ccccc1	-2	10	0.5	-24	11	13	-3	0.2
COc1cc(/C=N/NC(=O)c2cc(-c3cccc(Br)c3)nc3ccccc23)cc(OC)c1O	-9	7	-0.3	5	-1	-1	2	0.0
COc1ccc(Oc2coc3cc(O)ccc3c2=O)cc1	2	-2	-0.7	/	18	-10	2	0.1

Next section
SMILES	ERp5 inh	EWS-Fli block	F508del corr	INS-1E GSIS act	PAX8 reporter	ARNT TACC3 PPI	DENV2 CPE	XiGFP reactiv
C[C@H](CO)N1C[C@H](C)[C@@H](CN(C)S(=O)(=O)c2ccc(Cl)cc2)Oc2ccc(NC(=O)Cc3cn(C)c4ccccc34)cc2C1=O	-6	9	2.6	7	10	6	8	-0.5
C[C@@H]1CN([C@H](C)CO)C(=O)c2cc(NC(=O)C3CC3)ccc2O[C@@H]1CN(C)Cc1ccccc1	-1	-4	-0.9	-2	0	-3	-1	-0.7
COc1ccc(Cl)cc1NC(=O)CN(C)C(=O)c1ccc(-n2cncn2)cc1	-3	5	2.1	5	/	16	-7	0.0
CCN1CCN(c2ccc(NC(=O)c3cccc(S(=O)(=O)N4CCCC4)c3)cc2)CC1	3	10	1.5	-9	13	56*	15	0.2
CCC1=C(OC(=O)N(CC)CC)N2C(=O)OC(=NCc3ccccc3)[C@]2(C)[C@H]2C1=CC[C@H]1C(=O)N(c3ccccc3)C(=O)[C@H]12	0	7	-6.2	-33	-1	-14	0	0.0
COc1cccc(-c2cc(=O)c3cc(NC(=O)c4ccccc4)ccc3[nH]2)c1	0	37	3.8	-14	52	4	-11	-0.1
Cn1c(-c2ccc(F)cc2)cnc1SCC(=O)N1CCCc2ccccc21	-9	-10	/	12	15	26	-3	0.0
COc1ccc(OC(F)(F)F)cc1CC1(C)C(=O)Nc2ccc(-c3ccsc3)cc21 (configuration not stated)	-3	-4	4.3	1	-13	/	1	0.0
Nc1c(C2CCCCC2)c(=O)on1C(=O)c1ccccc1	-11	-9	0.6	-16	-12	-7	3	-0.1
c1ccc(Cn2c[n+](Cc3ccccc3)cn2)cc1	-4	-11	-0.9	17	5	-5	4	0.1
COCCNC(=S)N/N=C/c1ccc([N+](=O)[O-])cc1	7	9	0.1	5	0	-5	-5	-0.1
CCOCC(=O)Nc1ccc(S(=O)(=O)Nc2nccs2)cc1	6	-6	0.7	10	-34	1	0	0.2
COCCOC(=O)N1C(=O)[C@@]2(c3cc(C#CCC(C(=O)OC)C(=O)OC)ccc31)[C@H](c1ccccc1OCCO)N1[C@H](c3ccccc3)[C@H](c3ccccc3)OC(=O)[C@H]1[C@@H]2C(=O)Nc1nc2ccccc2s1	-2	0	-0.2	/	3	-3	-5	/
Cc1c(NC(=O)CCSCCc2ccccn2)cccc1[N+](=O)[O-]	0	-6	/	-2	8	5	9	0.0
NNC(=S)Nc1ccc(OC(F)(F)F)cc1	1	-3	-0.5	-24	-15	8	4	0.0
CN1CCN(Cc2c(O)ccc3cc(-c4ccccn4)c(=O)oc23)CC1	8	-9	1.5	5	-28	0	3	0.0
